# S3 lipid droplet: qHTS Assay for Lipid Storage Modulators in Drosophila S3 Cells; Drosophila S3 cells, BODIPY lipid droplet fluorescence, 18-24 h; cells fed with added oleic acid; Potency in µM for hits, for the others lipid storage change, negative = inhibition, % at the top dose, mostly 46.1 µM; 320,000 tested, 0.64% active; AID 2685; active means well fitted inhibition curve with a large enough effect in the signal ratio, with a control signal flat, not every such curve was filed as active; inconclusive means small, poorly fitted or top-dose-only effect, or effect the other way, or a change in a side signal; the % refers to the signal ratio
#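 Laser-scanning cytometry quantifies lipid droplet accumulation (500–530 nm total intensity; droplet/cell object ratio) in oleic acid-fed (400 uM added) Drosophila S3 cells treated with a concentration series. 20 uM Triacsin C defined 100% inhibition.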
# S3 lipid droplet cell count max: second read-out of S3 lipid droplet, no call of its own (marks repeat the call); cell number change, %; measured here: cell count max response;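 cells counted by Cell Tracker Red CMTPX staining in the red channel; peak over a dose series mostly up to 46.1 µM; percent activity relative to internal control wells on each plate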
# Active calls of the source: *; i = inactive; ? = inconclusive; . = no result given. On the % scale 0 is the no-effect control and ±100 the full control effect; potency means the concentration at half of the fitted maximal effect. Not all compounds are listed (hit frequency here may not be typical).
# The first 6 records as a preview:
SMILES,S3 lipid droplet,S3 lipid droplet cell count max
CCOc1ccc2c(c1)c(N=NC(N)=S)c(O)n2C,8%,4
Cc1nc2nc(-c3ccco3)[nH]n2c(=O)c1Cc1ccccc1,?,.
Oc1ccc(/C=N/N(Cc2ccccc2)c2ccccc2)cc1,?,.
C[C@@H]1CC2OC(=O)[C@@]3(C)C(=O)CC[C@@](C)(C23)[C@@]1(O)CCc1ccoc1 (stereo partly specified),i,.
CCN1C(=O)[C@H]2[C@@H](c3ccc(C)cc3)N3C(=O)N(c4cccc(F)c4)C(=O)[C@@]3(CC)[C@H]2C1=O,?,.
COc1ccc(F)cc1S(=O)(=O)N1CC(C)CC(C)C1 (stereo unspecified),?,.

# This part in full, from the start:
SMILES,S3 lipid droplet,S3 lipid droplet cell count max
CCOc1ccc2c(c1)c(N=NC(N)=S)c(O)n2C,8%,4
Cc1nc2nc(-c3ccco3)[nH]n2c(=O)c1Cc1ccccc1,?,.
Oc1ccc(/C=N/N(Cc2ccccc2)c2ccccc2)cc1,?,.
C[C@@H]1CC2OC(=O)[C@@]3(C)C(=O)CC[C@@](C)(C23)[C@@]1(O)CCc1ccoc1 (stereo partly specified),i,.
CCN1C(=O)[C@H]2[C@@H](c3ccc(C)cc3)N3C(=O)N(c4cccc(F)c4)C(=O)[C@@]3(CC)[C@H]2C1=O,?,.
COc1ccc(F)cc1S(=O)(=O)N1CC(C)CC(C)C1 (stereo unspecified),?,.
CC(OC(=O)CN1C(=O)NC(C)(C)C1=O)C(=O)c1ccccc1 (stereo unspecified),?,.
CCOC(=O)C1CCN(c2c(NCc3ccc(C(=O)Nc4ccc(C)cc4)cc3)c(=O)c2=O)CC1,16%,19
O=C(Cn1c(=O)n(Cc2ccco2)c(=O)c2ccccc21)NCC1CCCO1 (stereo unspecified),i,5
CC(C)(C)C(CCl)C(=O)NN=C(c1ccccc1)c1ccccc1 (stereo unspecified),?,.
N#C/C(=C(/O)c1ccc(-c2cccc([N+](=O)[O-])c2)o1)c1nc2ccccc2s1,7%,24
O=C(Cn1cccc1)Nc1ccc(OC(F)(F)F)cc1,?,.
O=C1CC(c2cccs2)Cc2nc(NCC3CCCO3)ncc21 (stereo unspecified),?,.
O=C(NCc1ccc(Cl)cc1)c1ccc(OCC2CCCO2)cc1 (stereo unspecified),?,.
O=C1c2oc3ccc(F)cc3c(=O)c2C(c2ccncc2)N1CCN1CCOCC1 (stereo unspecified),?,.
COc1ccccc1C(=O)NCC(=O)NC(C)c1ccc(-n2ccnc2)cc1 (stereo unspecified),i,4
CCOC(=O)c1cc(S(=O)(=O)N2CCC(C)CC2)cn1C,11%,.
CC1=C(C(=O)O)N2C(=O)C(NC(=O)c3nn(C)cc3Cl)C2SC1 (stereo unspecified),?,.
O=C(/C=C/c1ccco1)N(Cc1ccc(Cl)cc1)C1CCS(=O)(=O)C1 (stereo unspecified),-3%,7
NC(=O)c1nn(-c2ccccc2)nc1NC(=O)CN1CCCC1,11%,5
O=C(CCSc1ccccc1)N1CCCC1,?,.
CCN(CC)CCCN(Cc1cc2cc3c(cc2[nH]c1=O)OCCO3)C(=O)Nc1ccccc1,14%,6
COc1cccc(CNC(=O)CCC2CCCN(C(=O)c3cccc(Cl)c3)C2)c1 (stereo unspecified),?,.
CC(=O)N1c2ccccc2C(=O)OC1c1cccnc1 (stereo unspecified),14%,-3
Cc1ccccc1-n1ncc2c([N+](=O)[O-])cc([N+](=O)[O-])cc21,?,.
# Following part.
SMILES,S3 lipid droplet,S3 lipid droplet cell count max
COc1ccc(-c2csc(N)n2)cc1F,?,.
Cc1c(C(=O)NCCCN2CCOCC2)sc2ncnc(N3CCN(c4ccccc4)CC3)c12,?,.
CCCCOC(=O)c1ccc(NC(=O)C2CCCO2)cc1 (stereo unspecified),?,.
COc1ccc(OC)c(N(CC(=O)Nc2cccc(C(F)(F)F)c2)S(C)(=O)=O)c1,?,.
CCC1(c2ccccc2)NC(=S)N(c2ccc(C)c(C)c2)N1 (stereo unspecified),?,.
CCc1ccc(CN(C)C(=O)c2cc(=O)c3ccccc3o2)cc1,i,.
O=C(CN1C(=O)C2CC=CCC2C1=O)Nc1nc2ccc(F)cc2s1 (stereo unspecified),?,.
Cc1ccc(C2c3[nH]c4ccccc4c3C[C@H]3C(=O)N(c4ccccc4C(=O)NCCN4CCOCC4)C(=O)N23)cc1 (stereo partly specified),-11%,1
CC(=O)OCCNC(=O)c1cccnc1,?,.
CC(=O)C1=C(O)C(=O)N(c2cc(C(C)(C)C)on2)C1c1ccc(Br)cc1 (stereo unspecified),?,.
CCC(=O)c1ccc(OC(=O)c2cnccn2)cc1,?,.
N#Cc1ccc(NC(=O)c2cc(=O)c3ccccc3o2)cc1,?,.
CCOc1ccc(CNC(=O)CCCn2nc(CC)n3c(cc4occc43)c2=O)cc1,-12%,-18
O=C(NNC(=O)c1ccc(F)cc1)C(=O)N1CCCCC1,-10%,-12
CCCc1cc(=O)[nH]c(SCC(=O)c2cc(C)n(-c3cc(C)on3)c2C)n1,?,.
Cc1ccc(CNS(=O)(=O)c2ccc3c(c2)NC(=O)CO3)cc1,i,.
N/C(=N\OC(=O)c1ccc2c(c1)OCO2)c1ccc(Br)cc1,?,.
COC1CCCCC1Nc1ccc(C)c(C)c1 (stereo unspecified),4%,13
O=C(CN1CCOCC1)N/N=C/C(Br)=C\c1ccccc1,?,.
O=C(Nc1ccc(Oc2ccccc2)cc1)c1ccco1,9%,-17
CC1CC(C)CN(S(=O)(=O)c2ccc3c(c2)C(C)(C)C(=O)N3C)C1 (stereo unspecified),i,26
Cc1ccc(C)c(Nc2ccc(C(=O)NCCc3ccccc3)cn2)c1,1%,18
CCOc1cc(C2CC(=O)c3c(ccc4ccccc34)N2)ccc1O (stereo unspecified),-23%,1
O=c1[nH]c2ccc(S(=O)(=O)Nc3ccc(Br)cc3)cc2[nH]1,i,15
COc1ccc(NC(=O)CC2CCCC2)cc1S(=O)(=O)N1CCCCC1,3%,.
# Following part
SMILES,S3 lipid droplet,S3 lipid droplet cell count max
Cc1cccc(N2CCN(C(=O)C3CCN(S(=O)(=O)c4cccc5cccnc45)CC3)CC2C)c1 (stereo unspecified),?,.
O=C(CSc1nnc(-c2cnccn2)n1Cc1ccco1)Nc1ccc(Br)cc1,?,.
CCOC(=O)CC(/C(C)=N\O)c1ccccc1 (stereo unspecified),2%,-1
Cc1ccc(/C=N/n2c(C)nnc2C)cc1,16%,15
Cc1ccccc1NCc1ccccc1O,28%,-1
CN(C(=O)c1ccccc1Cl)c1ccccc1C(=O)NCc1ccccc1,?,.
Cc1[nH]n(-c2cccc(Cl)c2)c(=O)c1C=NCC(C)C,?,.
COC(=O)c1ccc(OCC(=O)Nc2ccccc2C(=O)NC2CC2)cc1,?,.
Nc1ccccc1SCc1ccccc1Cl,?,.
Cc1ccc(C)c(OCCCN2CCNCC2)c1,?,.
COc1ccc(CNC(=O)C(C)n2nc(C)n3c(cc4occc43)c2=O)cc1 (stereo unspecified),i,2
COc1ccc(Cl)cc1NC(=O)Nc1cnccn1,?,.
COc1ccc(CCNC(=O)c2ccccc2NC(=O)C2=C(C)OCCS2)cc1OC,?,.
C1=CCN(Cc2ccccc2)C1,20%,12
Cc1cc(C)nc(-n2nc(C)c(C3(O)C(=O)Nc4ccc(F)cc43)c2N)n1 (stereo unspecified),?,.
CC(NC(=O)C1CCN(c2nnc(-n3cccc3)s2)CC1)C12CC3CC(CC(C3)C1)C2 (stereo unspecified),3%,11
Cc1nc(CC(=O)Nc2nc(C(C)(C)C)cs2)cs1,i,0
O=c1c2ccccc2[nH]c(=S)n1Cc1ccc2c(c1)OCO2,?,.
CCOC(=O)C(C)/C(C)=N\Nc1ccc([N+](=O)[O-])cc1[N+](=O)[O-] (stereo unspecified),14%,-6
O=C(Nc1ccccc1Oc1ccccc1)C1CC1,?,.
CNC(=O)N(O)C1N(/N=C/c2ccccc2O)C(=S)SC1(C)C (stereo unspecified),2%,20
Cc1nc(SCC(=O)N2CCC(Cc3ccccc3)CC2)[nH]c(=O)c1C,?,.
CC(C)CN1CCC(=O)N([C@H](CSc2ccc(Br)cc2)Cc2ccccc2)CC1,0%,0
CNC(=O)C(=O)NCC(c1cccs1)S(=O)(=O)c1ccc(C)cc1 (stereo unspecified),10%,0
Cc1ccc(S(=O)(=O)N2CCCC2)cc1C(=O)NCc1ccccn1,?,.
# (cont.)
SMILES,S3 lipid droplet,S3 lipid droplet cell count max
COc1ccc(-c2ccc(/C=C3/C(=N)N4C(C)=CSC4=NC3=O)o2)c([N+](=O)[O-])c1,?,.
CC#CC#Cc1cccc(=O)o1,?,.
CCn1c(SC(C)C(=O)Nc2ccc(N3CCOCC3)cc2)nnc1-c1ccco1 (stereo unspecified),?,.
CCOC(=O)c1cccc(NC(=O)CCc2c(C)nc3ncnn3c2C)c1,21%,3
COc1ccc(/C(N)=N/OC(=O)CCCN2C(=O)c3ccccc3C2=O)cc1OC,?,.
CC(=O)c1ccc(OCC(O)CN2CCCC(C)C2)cc1 (stereo unspecified),?,.
O=C(Cn1c(=O)[nH]c2ccccc2c1=O)Nc1ccc2c(c1)OCO2,?,.
Nc1nnc(SCc2coc(-c3ccc(Cl)cc3)n2)s1,?,.
Cc1ccc(S(=O)(=O)CC(=O)Nc2nc(C(C)(C)C)cs2)cc1,i,18
CSCC(=O)N1CCCC(C(=O)c2cc(F)ccc2F)C1 (stereo unspecified),19%,-15
O=C(CN1CCC(C(=O)c2ccc(F)cc2)CC1)Nc1ccccc1Cl,6%,22
O=C(NCc1cccs1)C1CCC(CNS(=O)(=O)c2cccc3nsnc23)CC1 (stereo unspecified),?,.
Cc1cccc(C(=O)Nc2cccc(-c3ccc4nncn4n3)c2)c1,-5%,.
CCOC(=O)Cc1c(C)nc2c(-c3ccccc3)c(C)[nH]n2c1=O,-27%,6
COc1ccc(NC(=O)C2CCCN2S(=O)(=O)c2cccs2)c([N+](=O)[O-])c1 (stereo unspecified),?,.
Cc1ccccc1C(=O)NCC(=O)NNC(=O)CCN1CCN(c2ccccc2)CC1,24%,12
O=C(CN(c1ccc([N+](=O)[O-])cc1)S(=O)(=O)c1ccccc1)N1CCCCC1,?,.
CC(C)NC(=O)/C(C#N)=C/c1ccc(N(C)C)o1,-2%,5
COc1ccc(OCC(=O)Nc2cccc(C(=O)Nc3ccccc3C(=O)O)c2)cc1,i,24
O=C(CSc1nnc(SCc2cccc3ccccc23)s1)N/N=C/c1c[nH]c2ccccc12,-10%,.
CCOc1ccc(C2C(C(=O)OC)=CN(CCOC)C=C2C(=O)OC)cc1,-28%,.
CCCCC(=O)Nc1nnc(SCC(=O)NCC2CCCO2)s1 (stereo unspecified),?,.
CSCC[C@H](NS(=O)(=O)c1ccc(C)cc1)C(=O)N1CCC(C(=O)N[C@@H](Cc2ccc(O)cc2)C(=O)O)CC1,i,21
COc1ccc(CNC(=O)c2cc3ccccc3o2)cc1OC,i,.
Cc1oc2cc(O)cc(O)c2c(=O)c1-c1ccc2c(c1)OCCCO2,?,.

# An excerpt from above in order of molecular weight, smallest number first.
SMILES,S3 lipid droplet,S3 lipid droplet cell count max
CSCC(=O)N1CCCC(C(=O)c2cc(F)ccc2F)C1 (stereo unspecified),19%,-15
COc1ccc(-c2ccc(/C=C3/C(=N)N4C(C)=CSC4=NC3=O)o2)c([N+](=O)[O-])c1,?,.
COc1ccc(OCC(=O)Nc2cccc(C(=O)Nc3ccccc3C(=O)O)c2)cc1,i,24
Cc1ccccc1C(=O)NCC(=O)NNC(=O)CCN1CCN(c2ccccc2)CC1,24%,12

# Continued:
SMILES,S3 lipid droplet,S3 lipid droplet cell count max
COc1nc(N(C#N)CC(N)=O)nc(N2CCCC2)n1,7%,3
CCOC(=O)c1[nH]c(C)c(C(=O)Nc2ccc(C)c(C)c2)c1C,?,.
Cc1cc(C)c2c(CC(=O)NCc3ccco3)coc2c1,i,.
OC(COc1ccccc1CNCc1cccnc1)CN1CCc2ccccc2C1 (stereo unspecified),8%,19
COc1ccc([C@]2(C(C)C)ON(c3ccccc3C(F)(F)F)C2=O)cc1,?,.
O=C(c1ccccc1)c1cncc(Br)c1,?,.
O=C1CCCCC1C(Nc1ccc(Cl)cc1)c1ccccc1 (stereo unspecified),?,.
COc1ccc(CNS(=O)(=O)NCc2ccc(C)cc2)cc1,?,.
COc1nc(OC)nc(Oc2ccc(Cl)cc2[N+](=O)[O-])n1,4%,-24
Cc1csc2nc(O)c(C(=O)NCCC3=CCCCC3)c(=O)n12,?,.
CCC1=NC(c2ccc(OC)cc2)N(O)C1(C)C (stereo unspecified),?,.
C=CCn1c(SCC(=O)NC2CCCc3ccccc32)nnc1-c1ccncc1 (stereo unspecified),?,.
O=C(c1ccc2c(c1)OCO2)N1CCN(c2ccccn2)CC1,?,.
Cc1cc(CNC(=O)Cc2ccccc2)c2ccccc2n1,7%,17
COc1cc(C(=O)NCCC(=O)NCCCN2CCCCC2C)cc(OC)c1OC (stereo unspecified),?,.
CCOC(=O)c1c(S(=O)(=O)NCC(=O)Nc2cc(C)ccc2OC)c(C)n(C)c1C,0%,.
COc1ccc(-c2ncc(CN3CCC(CO)(Cc4cccc(OC)c4)CC3)cn2)cc1,-3%,5

# Compound activity deposited in PubChem BioAssay by National Center for Advancing Translational Sciences (NCATS).
